Peg3 imprint = genomic imprint erasure induction; mouse ES Peg3-LacZ reporter, beta-gal luminescence, 40 h; Potency, µM (top dose mostly 60.7 µM), inactives show at the top dose activity change, positive = activation, hits mostly activators; actives 0.02% (n = 110,000); AID 1948; active = well fitted activation curve with a large enough effect; inconclusive = small, poorly fitted or top-dose-only effect; inactive = no such curve, though single readings can be large or run the other way;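 also: 0% = negative control wells on the plate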
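Each well holds 300 Peg3LacZ-Neo (maternal) female ES cells incubated 40 h at 37C, 5% CO2. LacZ is measured by BetaGlo luminescence, with AC50 and maximum efficacy derived from dose-response curves.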
Numbers without * were called inactive; & = joins results of further samples; [ ] = another dose, or the depositor's remark. Potency is read from the fitted curve at half-maximal effect.

`COc1cc2oc(=O)cc(-c3ccc(-c4ccc(C(F)(F)F)cc4)cc3)c2c(OC)c1OC` gave Peg3 imprint -1%.
For N[C@H](CSC(c1ccccc1)(c1ccccc1)c1ccccc1)C(=O)O the results were Peg3 imprint -21%.
COc1ccc2c(c1)C(c1ccc(C)cc1)CC(=O)O2 (stereo not given) was read as Peg3 imprint -6%[97.3 µM].
O=C(O)c1ccccc1-c1c2ccc(=O)cc-2oc2cc(O)ccc12 was read as Peg3 imprint inconclusive.
Screening COc1ccccc1[C@@H]1C(c2cccc(C)c2)=NN(c2ccc(Br)cc2)[C@H]1C(=O)N1CCOC1=O returned Peg3 imprint 12%[40.7 µM].
CN1CCC2(CCN3CCc4c(oc5ccccc45)C3C2)N(C)C1=O (stereo not given) was read as Peg3 imprint -20%.
Screening O=C1OC2C[C@H]1[C@@H]1C(=O)N(Cc3ccccc3)CCC1C2I (stereo not given in full) returned Peg3 imprint -12%.
For Cc1ccccc1CNc1ncnc2c1ncn2C1OC(CO)C(O)C1O (stereo not given) the results were Peg3 imprint 14%.
Screening OCC1O[C@H](O)C(Cl)C(O)C1O (stereo not given in full) returned Peg3 imprint -4%.
`CCOC(=O)C1=C(C)c2ccccc2N(C(=O)OC)C1(C)C(=O)OCC` (stereo not given) gave Peg3 imprint -8%.
CC(=O)c1ccsc1-c1c(C)cc2oc(=O)cc(-c3ccccc3)c2c1C was read as Peg3 imprint -28%.
For O=c1cc(-c2cccc(-c3ccc(C(F)(F)F)cc3)c2)c2cc3c(cc2o1)OCO3 the results were Peg3 imprint -5%.
Screening O=c1ncccn1[C@@H]1O[C@H](CO)C(O)[C@@H]1O (stereo not given in full) returned Peg3 imprint -17%.
Screening O=[N+]([O-])c1cc2nc(O)c(O)nc2cc1[N+](=O)[O-] returned Peg3 imprint -11%.
For CC(C)C1NC(=O)[C@H](CCCCN)NC(=O)[C@@H](Cc2c[nH]c3ccccc23)NC(=O)[C@H](Cc2ccc(O)cc2)NC(=O)[C@H](C)N(C)C(=O)[C@H](Cc2ccccc2)NC1=O (stereo not given in full) the results were Peg3 imprint -1%.
`CC(C)(Oc1ccc(C2CC2(Cl)Cl)cc1)C(=O)O` (stereo not given) gave Peg3 imprint -7%.
CC1(C)CCC[C@@](C)([C@H]2CC[C@]3(C)[C@@H]2[C@H](O)C[C@@H]2[C@@]4(C)CC[C@H](O)C(C)(C)[C@@H]4[C@@H](O)C[C@]23C)O1 was read as Peg3 imprint inconclusive.
`C/C=C1\C2C=C(C)CC1(N)c1ccc(=O)[nH]c1C2` (stereo not given) gave Peg3 imprint 18%.
O=C1OCCN1C(=O)[C@H]1[C@H](c2ccccc2)C(c2cccc(Cl)c2)=NN1c1ccccc1 was read as Peg3 imprint -2%.
`CC(=O)SC1CC2=CC(=O)CC[C@]2(C)C2CC[C@@]3(C)[C@@H](CC[C@@]34CCC(=O)O4)C12` (stereo not given in full) gave Peg3 imprint -10%.

Molecules shown so far with an NH in an aromatic ring:
For CC(C)C1NC(=O)[C@H](CCCCN)NC(=O)[C@@H](Cc2c[nH]c3ccccc23)NC(=O)[C@H](Cc2ccc(O)cc2)NC(=O)[C@H](C)N(C)C(=O)[C@H](Cc2ccccc2)NC1=O (stereo not given in full) the results were Peg3 imprint -1%.
`C/C=C1\C2C=C(C)CC1(N)c1ccc(=O)[nH]c1C2` (stereo not given) gave Peg3 imprint 18%.

Following part:
For Cc1ccc(S(=O)(=O)N2CCC(=O)N(CCOC(=O)Nc3cc(C)cc(C)c3)CC2)cc1 the results were Peg3 imprint -9%.
`O=C(NCc1ccc(Cl)cc1)c1ccc(Br)o1` gave Peg3 imprint -7%.
COc1cccc2c1C(=O)c1c(O)c3c(c(O)c1C2=O)C[C@@](O)(C(=O)CO)C[C@@H]3O[C@@H]1C[C@H](N)[C@H](O)[C@H](C)O1 was read as Peg3 imprint -33%[inhibitor].
`CCCCOc1cc(CC2CNC(=O)N2)ccc1OC` (stereo not given) gave Peg3 imprint -8%&1%.
For CC(C)NCC(O)COc1ccc(CC(N)=O)cc1 (stereo not given) the results were Peg3 imprint -9%&-13%.
Screening NC(=O)NNc1ccccc1 returned Peg3 imprint 4%.
For CN(C)C(=O)/N=N/C(=O)N(C)C the results were Peg3 imprint -23%.
COCCCC/C(=N\OCCN)c1ccc(C(F)(F)F)cc1 was read as Peg3 imprint -21%.
`Cn1cc(C=C2C(=O)Nc3cccnc32)c2ccccc21` gave Peg3 imprint 1%.
For COC(=O)C(CN)c1c[nH]c2ccc(OC)cc12 (stereo not given) the results were Peg3 imprint -13%.
Cc1cc2c(c(C)c1Cl)C(c1ccc3c(c1)OCO3)CC(=O)O2 (stereo not given) was read as Peg3 imprint -2%.
O=C(NCc1ccccc1)c1ccc(-c2ccccc2C(F)(F)F)o1 was read as Peg3 imprint -10%.
CC[C@@H]1C(c2cccc(C)c2)=NN(c2ccc(Br)cc2)[C@H]1C(=O)N1CCOC1=O was read as Peg3 imprint -16%.
For CC(C(O)c1ccc(O)cc1)N1CCC(Cc2ccccc2)CC1 (stereo not given) the results were Peg3 imprint -20%.
Screening O=C(NCc1ccccc1)c1cccc(Br)n1 returned Peg3 imprint 7%.
Screening COc1cc(-c2cccc([C@H]3[C@@H]4C=CC[C@@H](C)[C@@H]4C(=O)N3Cc3ccccc3)c2)cc(OC)c1OC returned Peg3 imprint -28%.
OC[C@@H]1[C@@H](c2ccccc2)C(c2cccc(Cl)c2)=NN1c1ccccc1 was read as Peg3 imprint -12%.

Compounds above that contain a CF3 group (four):
`COc1cc2oc(=O)cc(-c3ccc(-c4ccc(C(F)(F)F)cc4)cc3)c2c(OC)c1OC` gave Peg3 imprint -1%.
For O=c1cc(-c2cccc(-c3ccc(C(F)(F)F)cc3)c2)c2cc3c(cc2o1)OCO3 the results were Peg3 imprint -5%.
COCCCC/C(=N\OCCN)c1ccc(C(F)(F)F)cc1 was read as Peg3 imprint -21%.
O=C(NCc1ccccc1)c1ccc(-c2ccccc2C(F)(F)F)o1 was read as Peg3 imprint -10%.

Seven entries out of the list, sorted by molar mass, low to high.
Screening NC(=O)NNc1ccccc1 returned Peg3 imprint 4%.
For COC(=O)C(CN)c1c[nH]c2ccc(OC)cc12 (stereo not given) the results were Peg3 imprint -13%.
`CCCCOc1cc(CC2CNC(=O)N2)ccc1OC` (stereo not given) gave Peg3 imprint -8%&1%.
Screening O=C(NCc1ccccc1)c1cccc(Br)n1 returned Peg3 imprint 7%.
For CC(C(O)c1ccc(O)cc1)N1CCC(Cc2ccccc2)CC1 (stereo not given) the results were Peg3 imprint -20%.
Screening COc1cc(-c2cccc([C@H]3[C@@H]4C=CC[C@@H](C)[C@@H]4C(=O)N3Cc3ccccc3)c2)cc(OC)c1OC returned Peg3 imprint -28%.
COc1cccc2c1C(=O)c1c(O)c3c(c(O)c1C2=O)C[C@@](O)(C(=O)CO)C[C@@H]3O[C@@H]1C[C@H](N)[C@H](O)[C@H](C)O1 was read as Peg3 imprint -33%[inhibitor].

Some of the compounds tested; the hit share may differ from the screen's.
